# Screening data deposited in PubChem by several laboratories.
# Avidin fluor: green autofluorescence of compounds with avidin beads – biophysical, 488/530 nm, flow cytometry, artefact control, profiling panel; compound fluorescence 488/530 nm; stronger effect = higher value; fluorescence (KMESF) at 10 µM; 0.38% of 220,000 active; AID 1775, 2009; in the data active means fluorescence above about 47; further: inactives centre near 10
# Mcl1 Noxa PPI: Mcl-1/Noxa binding inhibitors, primary screen, biochemical, TR-FRET, 1536-well | Induced myeloid leukemia cell differentiation protein Mcl-1 (Homo sapiens), Q07820 | 1.5% of 220,000 active | TR-FRET Mcl-1/Noxa peptide binding, 2 h | inhibition, % at 21.7 µM | AID 1022, 2008;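 active means compounds that cut the protein-peptide binding signal by more than 50% relative to plate controls in a single-dose test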;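 further: His-tagged Mcl-1 with rhodamine Noxa BH3 peptide and terbium anti-His antibody; 0% = Mcl-1 plus Noxa peptide wells and 100% = peptide-only wells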
# Target sequence (Q07820 whole entry, looked up): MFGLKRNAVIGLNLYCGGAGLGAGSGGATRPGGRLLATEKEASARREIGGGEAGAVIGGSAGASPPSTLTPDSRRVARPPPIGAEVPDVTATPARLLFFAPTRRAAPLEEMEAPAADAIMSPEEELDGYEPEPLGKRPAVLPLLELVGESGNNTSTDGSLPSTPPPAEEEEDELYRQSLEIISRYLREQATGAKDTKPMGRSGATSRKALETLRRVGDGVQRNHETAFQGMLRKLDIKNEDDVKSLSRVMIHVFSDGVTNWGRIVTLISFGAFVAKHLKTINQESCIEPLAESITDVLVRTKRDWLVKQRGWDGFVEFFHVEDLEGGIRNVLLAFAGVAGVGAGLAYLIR
# Rac1 wt GTP bind: wildtype Rac1 GTP binding modulators, primary screen, biochemical, GST-Rac1 beads, flow cytometry, multiplex | Ras-related C3 botulinum toxin substrate 1 (Homo sapiens), P63000 | fluorescent GTP binding; actives lie on both sides; 0 = cold GTP competed, 100 = untreated | GTP binding activity (% of control), % at 10 µM | 0.27% of 190,000 active | AID 757, 2007;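 active means GTP binding activity at least 20 points away from the 100% control level, either lower or higher; inconclusive means compound flagged as likely green fluorescent, judged across all proteins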
# Cdc42 wt GTP: modulators of GTP binding to wildtype Cdc42, primary screen, biochemical, multiplex bead flow cytometry, Bodipy-GTP. 0.2% of 190,000 active. GST-Cdc42 beads; actives lie on both sides. AID 761, 2007. percent activity (GTP binding), % at 10 µM. Cell division control protein 42 homolog (Homo sapiens), P60953;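 active means percent activity GTP binding at least 20 points away from the 100% baseline, either down as inhibitor or up as activator; inconclusive means compound flagged as likely green fluorescent from well-wide comparison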;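 further: median bead fluorescence of bound Bodipy-FL-GTP at 100 nM; 0% = excess unlabeled GTP control and 100% = no compound control; below 100% means less GTP binding so inhibitor and above means activator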
# Target sequence (P60953 whole entry, looked up): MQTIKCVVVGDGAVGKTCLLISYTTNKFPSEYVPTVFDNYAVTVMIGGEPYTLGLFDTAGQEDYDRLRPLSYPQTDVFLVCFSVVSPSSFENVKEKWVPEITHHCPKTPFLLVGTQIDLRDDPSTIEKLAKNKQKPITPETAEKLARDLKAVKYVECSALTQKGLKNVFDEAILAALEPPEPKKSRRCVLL
# HRas wt GTP: modulators of GTP binding to HRas wildtype, primary screen, biochemical, bead-based flow cytometry, multiplex; GTP binding activity, % at 10 µM; 0.14% of 190,000 active; GST-Ras wt beads, Bodipy-FL-GTP binding; actives lie on both sides; GTPase HRas (Homo sapiens), P01112; AID 759, 2007;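 active means GTP binding activity at least 20% away from the 100% baseline, either lowered as inhibitor or raised as activator; inconclusive means flagged as likely green fluorescent, judged across all proteins in the well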;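 further: 0% = unlabeled GTP competition control and 100% = no-compound control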
# Target sequence (P01112 whole entry, looked up): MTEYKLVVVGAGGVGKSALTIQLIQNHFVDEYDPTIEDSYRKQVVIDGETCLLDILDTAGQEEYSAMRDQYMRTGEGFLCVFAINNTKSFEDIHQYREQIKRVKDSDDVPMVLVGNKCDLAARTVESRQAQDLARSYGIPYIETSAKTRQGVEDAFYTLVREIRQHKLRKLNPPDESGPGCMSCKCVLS
# Rab2A wt mod: modulators of GTP binding to Rab2A wildtype, primary screen, biochemical, dog, bead-based flow cytometry, multiplex; Ras-related protein Rab-2A (Canis lupus familiaris), P61105; GST-Rab2 wt beads, Bodipy-GTP binding; GTP binding activity, % at 10 µM; 0.19% of 190,000 active; AID 760, 2007;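 active means GTP binding activity at least 20 points away from 100%, either lowered or raised; inconclusive means signal likely due to the compound's own green fluorescence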;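 further: 0% = beads with excess unlabeled GTP and 100% = no-compound control corrected for plate trend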
# Rac1 mut GTP: GTP binding modulators of activated mutant Rac1, primary screen, biochemical, bead-based flow cytometry, multiplex, fluorescent GTP; Ras-related C3 botulinum toxin substrate 1 (Homo sapiens), P63000; GST-Rac1 activated beads; actives lie on both sides; 100% means binding = to untreated wells; percent activity (GTP binding), % at 10 µM; 0.11% of 190,000 active;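 active means GTP binding at least 20 percentage points away from the 100% baseline, in either direction, so actives lie on both sides; inconclusive means Compound likely fluorescent itself, or too few beads counted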
# Pf gamet viab: late stage P. falciparum gametocyte viability inhibitors, primary screen, ATP luminescence, HTS; 0.065% of 150,000 active; P. falciparum stage V gametocytes, 24 h; inhibition, % at 10.9 µM; AID 743093, 2013;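 active means inhibition above the mean plus 3 SD of compounds within the control limits, set per campaign, cut at about 38% in these data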;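 further: 0% = DMSO wells and 100% = medium only without gametocytes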
# Mcl1-Bid inh: Mcl-1/Bid binding inhibitors, primary screen, biochemical, TR-FRET, 1536-well | Induced myeloid leukemia cell differentiation protein Mcl-1 (Homo sapiens), Q07820 | TR-FRET Mcl-1/Bid-Dy647 peptide binding | inhibition, % at 21.7 µM | 0.97% of 220,000 active | AID 1021, 2008;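 active means compounds that cut the binding signal by more than half at the single screening dose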;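 further: His-tagged Mcl-1 with europium anti-His antibody binding Bid BH3 peptide; 0% = Mcl-1 plus peptide wells and 100% = peptide-only wells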
# GSH bead fluor: compound fluorescence on glutathione beads, profiling panel, artefact control, biophysical, 488/530 nm, flow cytometry | GSH beads flow cytometry, compound fluorescence 488/530 nm; stronger effect = higher value | fluorescence (KMESF) at 10 µM | 0.25% of 190,000 active | AID 1776, 2009; in the data active means fluorescence above about 89;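 further: glutathione beads carrying GST-tagged Bcl family fusion proteins plus one bare bead set; values are compound well signal with DMSO vehicle wells as background; inactives centre near 16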
# Rab7 wt modul: modulators of GTP binding to Rab7, primary screen, biochemical, wildtype, multiplex bead flow cytometry; GST-Rab7 beads, fluorescent GTP binding; actives lie on both sides; untreated = 100%, excess cold GTP = 0%; GTP binding activity (percent of control), % at 10 µM; 0.055% of 190,000 active; AID 758, 2007;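 active means fluorescent GTP binding to Rab7 beads changed by at least 20 points from the 100% baseline, either direction, mostly lower; inconclusive means compound itself probably fluorescent, or too few beads counted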;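 further: median green fluorescence of bound Bodipy-FL-GTP per Rab7 bead population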
# The depositor's hits bear a star; ? = inconclusive; . = not tested or not shown.
# Values run as follows: Avidin fluor	Mcl1 Noxa PPI	Rac1 wt GTP bind	Cdc42 wt GTP	HRas wt GTP	Rab2A wt mod	Rac1 mut GTP	Pf gamet viab	Mcl1-Bid inh	GSH bead fluor	Rab7 wt modul
Cc1cc(C)cc(NC(=O)CSc2nc3c(c(=O)[nH]2)CN(Cc2ccc(F)cc2)CC3)c1
    8	-2	95	97	95	95	95	7	-10	13	96
Nc1nc(SCc2ccc(Cl)cc2Cl)nc2nc3c(cc12)CCCC3
    2	-1	97	97	95	92	97	-8	17	12	100
Cc1ccc2c(COC(=O)c3n[nH]c4ccccc34)cc(=O)oc2c1
    14	-72	98	100	98	97	97	16	-14	18	95
CCOC(=O)C(C)Sc1nnc(CSc2nc3nc(C)cc(C)n3n2)o1 (stereo not given)
    15	11	100	100	101	100	101	-9	-12	13	98
Nc1cc(=O)[nH]c(SCC(=O)Nc2ccc(S(=O)(=O)N3CCOCC3)cc2)n1
    23	32	96	100	100	97	94	.	-18	18	98
Cc1cc(/C=N/NC(=O)c2cccnc2)c(C)n1CC(C)C
    10	3	102	97	97	97	97	15	-33	11	99
COc1ccc(NC(=O)C(CC(=O)O)Cc2ccc(C)cc2)cc1 (stereo not given)
    8	7	92	89	90	91	89	.	8	51	92
Cc1nc(C(Cl)(Cl)Cl)nc2[nH]ccc(=O)c12
    11	15	102	96	98	97	96	-6	-8	21	97
COc1ccc(/C=N/NC(=O)c2ccc(N(C)S(=O)(=O)c3ccccc3)cc2)cc1
    10	-3	89	89	92	92	93	-11	-13	10	94
COc1ccc(NC(=S)N2CCC(N(C)CCN3CCOCC3)CC2)cc1Cl
    17	3	99	102	99	98	100	.	-72	21	98
CCOC(=O)COn1c(=O)c[n+]([O-])c2ccccc21
    9	10	100	102	102	101	100	.	-14	10	102
O=C(NCc1ccccc1Cl)c1ccc(S(=O)(=O)Nc2cccc(C(F)(F)F)c2)cc1
    12	22	101	98	99	96	100	0	-10	5	94
Cc1csc(NC(=O)Cc2nn(C)c(=O)c3ccccc23)n1
    9	4	102	100	100	102	100	-26	-6	13	100
CC(C)CCN1CCN(Cc2ccc(Sc3nncn3C)o2)CC1CCO (stereo not given)
    9	13	93	94	95	97	94	.	-28	12	100
OCCC#Cc1ccc(CN2CCN(C3CCCCC3)C(CCO)C2)cc1 (stereo not given)
    9	2	99	99	95	96	95	8	-56	19	95
COc1ccc(OC)c(CN2C(=O)c3ccccc3C2C(=O)NCC2CCCO2)c1 (stereo not given)
    14	2	102	100	97	98	98	-4	-2	63	100
Cc1cc(C)c(C)c(OCCCn2ccnc2)c1
    9	21	97	101	98	97	96	.	24	30	98
CCOC(=O)c1cnc(-n2[nH]c(C)cc2=O)[nH]c1=O
    8	-9	?	?	?	?	?	-11	-164	20	?
CCN(CC)C(=O)CSc1nc(N)c(C(=O)Nc2ccc(OC)cc2)s1
    5	3	99	98	94	94	96	-25	-71	7	92
Cc1cccc2nc(-c3cccc(NC(=O)Cc4ccccc4)c3)cn12
    5	12	99	96	99	97	98	14	-52	10	96
Cc1c(C(=O)NCC2CCCO2)oc2ccc(S(=O)(=O)N3CCCC3)cc12 (stereo not given)
    14	2	98	100	99	98	95	.	-5	38	96
Nc1cc(Oc2ccc(F)cc2F)cc([N+](=O)[O-])c1
    10	-13	95	95	96	95	92	.	-7	15	101
Cn1c(NCc2cc(Br)ccc2O)nc2ccccc21
    7	-3	96	97	96	95	95	-9	-25	6	95
Cc1ccsc1C(=O)OCC(=O)NCc1ccc2c(c1)OCO2
    7	7	108	101	105	103	101	.	-31	261*	104
CSc1ncccc1C(=O)OCC(=O)NC(N)=O
    9	1	108	106	105	102	100	.	11	10	103
NC(=O)CSc1nc(N)c2c3c(sc2n1)CCCCC3
    23	15	98	103	101	98	99	.	-50	11	99
C/C(=N\Nc1ccc(C(=O)O)cc1)c1ccc(-n2ccnc2)cc1
    9	0	99	95	96	94	95	-29	-9	15	97
COc1cccc(OC)c1CNC(=O)CCSCc1ccccc1F
    9	14	102	99	100	102	96	-9	-14	21	109
O=S(=O)(Cc1ccccc1)N1CCN(Cc2ccc3c(c2)OCO3)CC1
    34	-18	106	103	102	102	99	7	2	9	101
CCNc1nc(Cl)nc(NCc2ccccc2)n1
    26	7	108	104	102	103	101	.	-29	53	105
COc1ccc(C(c2nnnn2Cc2ccccc2)N2CCN(C(=O)c3ccco3)CC2)cc1OC (stereo not given)
    16	42	96	98	96	95	94	2	38	27	94
COC(=O)c1nc(NC(=O)c2ccccc2Br)n[nH]1
    13	16	93	93	95	93	92	2	-5	13	94
Clc1ccc(-c2csc(N3CCOCC3)n2)cc1
    12	18	101	95	94	97	99	.	-20	15	95
CCOC(=O)C1CCCN(C(=O)CCNS(=O)(=O)c2ccc3c(c2)CCC(=O)N3)C1 (stereo not given)
    20	2	103	104	101	100	101	5	-60	32	98
COc1ccc(N2C(=O)/C(=C\c3ccco3)N=C2SCC(N)=O)cc1Cl
    12	23	92	91	94	93	92	18	-19	12	92
CC1=Nc2ccccc2/C1=C\c1nc(-c2ccccc2)oc1O
    9	11	100	102	101	100	99	.	-23	69	97
COCCN(C(=O)c1csnn1)C(C(=O)NC1CCCCC1)c1sccc1C (stereo not given)
    12	7	102	101	101	99	100	3	14	13	101
COc1ccc(C(=O)NC2CCCc3ccccc32)cc1S(=O)(=O)N1CCOCC1 (stereo not given)
    12	10	93	93	94	95	92	-29	-18	72	103
CS(=O)(=O)N(Cc1ccccc1Cl)c1ccc(C(=O)NCc2ccccn2)cc1
    8	-45	100	99	98	97	98	21	-44	11	97
COc1ccc(C(=S)N2CCCCC2)cc1Br
    9	-1	?	?	?	?	?	-14	-46	14	?
O=C1C(Cl)=C(NCC2CCCO2)C(=O)N1C1CCCCC1 (stereo not given)
    6	-19	98	101	100	100	97	-1	-2	27	99
O=C(c1sc2ccccc2c1Cl)N1CCN(c2ccccc2F)CC1
    3	5	97	96	99	96	95	-9	-1	10	100
COc1ccc(CCNC(=O)CSc2ccc3ccccc3c2)cc1OC
    9	26	103	99	97	98	97	2	21	12	100
CCOc1ccc(OCCN2C(=O)NC(Cc3c[nH]c4ccccc34)C2=O)cc1 (stereo not given)
    13	15	101	106	104	105	102	.	-36	24	98
O=C(CN(Cc1ccccc1)S(=O)(=O)c1ccccc1)N/N=C/c1ccc([N+](=O)[O-])cc1
    5	17	94	97	93	93	97	5	-24	15	98
CCCCN(C)CCCNC(=O)c1cc(=O)[nH]c2ccc(S(=O)(=O)N3CCCCC3C)cc12 (stereo not given)
    7	5	106	103	102	99	99	5	6	14	97
C=CCn1c(SCC(=O)c2c(N)n(CCC)c(=O)n(C)c2=O)nnc1-c1ccncc1
    12	18	99	99	98	99	93	.	-18	10	104
N#Cc1c(-c2ccccc2)ccn(Cc2ccc(Cl)cc2)c1=O
    49*	23	100	102	100	98	99	-11	2	17	96
CCn1nc(C)c(NC(=O)CCCSc2nc(-c3ccco3)cc(C(F)(F)F)n2)c1C
    13	-15	95	96	96	98	95	.	1	22	98
CCN(CC(=O)NCc1cccs1)c1ccc(S(=O)(=O)N2CCCC2)cn1
    21	-9	99	97	100	99	100	13	-26	12	105
CC1Cc2ccccc2N1C(=O)C1CCN(S(=O)(=O)c2cccs2)CC1 (stereo not given)
    13	28	98	98	99	100	97	.	-5	25	98
Cc1ccc2c(c1)NC(C(C)(C)C)CO2 (stereo not given)
    13	-10	105	104	102	101	99	8	-28	24	96
O=c1cc(CN2CCOCC2)c2c(ccc3ccccc32)o1
    7	35	98	99	98	96	96	.	-31	44	95
COc1ccc(N2C3=C(CC4=C2CCCC4=O)C(=O)CCC3)cc1
    3	26	102	101	98	99	99	.	-24	20	101
COc1ccccc1CNC(=O)CCCOc1cc(=O)n(C)c2ccccc12
    22	1	104	104	99	102	100	.	-20	22	100
CCOC(=O)N1CCC(NC(=O)Cn2cc3c(n2)CCCC3)CC1
    7	14	94	98	98	97	97	.	-9	17	97
Nc1ccccc1C(=O)N(Cc1ccccc1)Cc1ccccc1
    8	18	104	100	100	99	99	.	9	42	99
O=C(c1cc(-c2ccccc2Cl)on1)N1CCN(C(=O)c2ccco2)CC1
    11	-1	102	102	101	99	98	1	-5	12	99
COc1ccc(CN(Cc2cc3cc4c(cc3[nH]c2=O)OCO4)C(=O)NC2CCCCC2)cc1
    9	-18	100	100	102	101	99	.	15	15	104
O=C1CCC(c2ccccc2)=NN1Cc1c(F)cccc1Cl
    10	4	101	97	100	100	96	-36	-18	13	97

# (continued)
# Values run as follows: Avidin fluor	Mcl1 Noxa PPI	Rac1 wt GTP bind	Cdc42 wt GTP	HRas wt GTP	Rab2A wt mod	Rac1 mut GTP	Pf gamet viab	Mcl1-Bid inh	GSH bead fluor	Rab7 wt modul
CSc1nnc(C)c(/C=C/NOCc2cccc(F)c2)n1
    11	-4	96	94	93	94	90	7	-65	13	99
CCOc1ccc(-n2c(=O)[nH]cc(C(=O)N3CCc4ccccc43)c2=O)cc1
    8	1	107	105	104	103	103	-6	-8	15	104
COc1ccc2c(C)cc(SCC#N)nc2c1
    12	-11	103	98	105	110	100	.	1	29	106
CCOC(=O)c1c(C)n(C)c2ccc(O)c(CN3CCC(C)CC3)c12
    7	12	102	101	98	99	98	.	-23	28	100
Oc1ccc(/C=N/Nc2ccc3ccccc3c2)c(O)c1
    23	26	96	96	97	98	92	11	-42	12	101
CN(C)S(=O)(=O)c1cccc(-c2cn3cccnc3n2)c1
    7	9	100	95	97	96	96	0	-27	20	94
CS(=O)(=O)N(CC(=O)N1CCc2ccccc2C1)c1ccc2c(c1)OCO2
    16	-8	104	104	101	100	99	29	-5	33	100
CC1=NN(C(=O)COc2ccccc2C)C(O)(c2ccc(Cl)cc2)C1 (stereo not given)
    8	3	99	100	95	97	98	-8	-12	15	97
Cc1cccc2c(C(=O)O)cc(-c3cccnc3)nc12
    10	1	97	93	96	95	93	3	7	24	102
